TCR CD3 inh: blocks the human TCR-CD3 interaction. TAMRA-labeled TCR probe fluorescence, biochemical. inhibition, % at 9.4 µM. 360,000 compounds, 0.37% hits. AID 651800; in the data active = inhibition above about 19%;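 also: recombinant mutant TCR 2C K166C tagged with TAMRA read by polarization; 0% = receptor in buffer alone and 100% = receptor with positive control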
MBD2 inh: MBD2-methylated oligo binding inhibition | Q9UBB5 | TR-FRET, MBD2 binding to methylated oligonucleotide | inhibition, % at 4.4 µM | 370,000 compounds, 0.31% hits; in the data active = inhibition above about 13%
DDE Tn6 FP inh: inhibitors of Tn6 peptide binding to human fibrin DD(E); P02675; Fibrin DD(E) TRITC-Tn6 fluorescence polarization displacement; inhibition, % at 8.3 µM; 370,000 compounds, 0.21% hits; AID 720509;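 active = inhibition above a per-campaign cutoff: mean of compounds within control limits plus 3 SD, cut at about 15% in these data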;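 also: 0% = median of all compound wells on the plate and 100% = blocking peptide control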
SIAE inh: human SIAE inhibition, primary screen. AID 1053197. inhibition, % at 9.66 µM. Q9HAT2. 370,000 compounds, 0.69% hits. SIAE FP-Rh probe binding, fluorescence polarization;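 active = inhibition above a cutoff: mean of compounds within the control limits plus 3 SD of those, cut at about 17% in these data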;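 also: 0% = plate median of compound wells and 100% = probe without SIAE protein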
Target sequence (Q9HAT2 whole entry, looked up): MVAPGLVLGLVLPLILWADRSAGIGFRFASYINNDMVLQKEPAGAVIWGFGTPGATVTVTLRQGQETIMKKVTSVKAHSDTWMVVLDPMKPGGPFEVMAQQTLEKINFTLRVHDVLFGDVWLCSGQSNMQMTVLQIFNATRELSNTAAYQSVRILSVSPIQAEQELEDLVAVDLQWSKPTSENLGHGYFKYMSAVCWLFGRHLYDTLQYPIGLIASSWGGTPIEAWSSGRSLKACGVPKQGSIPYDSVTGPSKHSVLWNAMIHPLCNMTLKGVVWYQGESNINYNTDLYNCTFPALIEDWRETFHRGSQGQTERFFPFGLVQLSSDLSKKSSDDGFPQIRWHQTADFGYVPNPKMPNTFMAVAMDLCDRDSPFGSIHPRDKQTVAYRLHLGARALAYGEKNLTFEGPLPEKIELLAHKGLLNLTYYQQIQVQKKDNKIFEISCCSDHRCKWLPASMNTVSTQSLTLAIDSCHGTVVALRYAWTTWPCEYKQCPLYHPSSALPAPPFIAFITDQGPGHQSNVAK
DDE Tn7 FP inh: DD(E)-Tn7 binding inhibition, primary FP screen | P02675 | inhibition, % at 8.3 µM | FP displacement of FITC-Tn7 peptide from fibrin DD(E); 0% = median of compound wells per plate | AID 720508 | 370,000 compounds, 0.13% hits;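 active = inhibition above the mean of compounds falling within the control limits plus 3 SD of them, cut at about 14% in these data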;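 also: 0% = plate median of compound wells and 100% = 10 µM Aha-Tn7 peptide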
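Assay system: Fibrin-DD(E) protein isolated from polymerized human fibrin clots; read-out basis: percent inhibition; medium: Tris/NaCl/CaCl2 buffer, pH 7.8; signal: FP measurement; incubation: 10 min plus 3 h, room temperature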
PRMT1 inh: PRMT1 (human) inhibition, primary screen | inhibition, % at 2.79 µM | 370,000 compounds, 1.3% hits | AID 652257 | recombinant PRMT1, activity-based probe fluorescence polarization;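 active = inhibition above about 21% made by adding two undisclosed values, limit read from the data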
LEDGF integ inh: blocks HIV-1 LEDGF/p75-dependent DNA integration; TR-FRET IN-LEDGF/p75 DNA integration, Eu/Cy5; inhibition, % at 3.7 µM; 370,000 compounds, 0.64% hits;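 active = inhibition above the screen-wide mean plus 3 SD, cut at about 13% in these data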;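 also: signal is the Cy5 over europium emission ratio at 671 and 618 nm; 0% = plate median of compound wells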
KLK7 zymogen act: activates the human kallikrein-7 zymogen | P49862 | purified proKLK7, EDANS-DABCYL substrate fluorescence; 100% is mature enzyme control, 0% vehicle | activation, % at 7 µM | 370,000 compounds, 0.9% hits;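 active = activation above the mean of all tested compounds plus 3 SD, computed per campaign excluding outliers beyond control limits, cut at about 13% in these data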
UHRF1 MBD2 ctr: blocks human UHRF1 binding to methylated DNA | UHRF1 binding to methylated oligo, TR-FRET | inhibition, % at 4.4 µM | 370,000 compounds, 0.75% hits | AID 687016; in the data active = inhibition above about 21%;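 also: UHRF1 SRA domain binding a hemimethylated CpG hairpin DNA probe; 0% = median of test compound wells and 100% = reference inhibitor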
TDP2 absorb: blocks human TDP2 phosphodiesterase activity; O95551; recombinant TDP2, T5PNP hydrolysis, p-nitrophenol absorbance 415 nm; inhibition, % at 12.8 µM; 370,000 compounds, 0.34% hits; AID 720702;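 active = inhibition above the mean of all tested compounds plus 3 SD, set per campaign, cut at about 25% in these data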;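 also: 0% = DMSO with enzyme and 100% = buffer with substrate but no TDP2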
Target sequence (O95551 whole entry, looked up): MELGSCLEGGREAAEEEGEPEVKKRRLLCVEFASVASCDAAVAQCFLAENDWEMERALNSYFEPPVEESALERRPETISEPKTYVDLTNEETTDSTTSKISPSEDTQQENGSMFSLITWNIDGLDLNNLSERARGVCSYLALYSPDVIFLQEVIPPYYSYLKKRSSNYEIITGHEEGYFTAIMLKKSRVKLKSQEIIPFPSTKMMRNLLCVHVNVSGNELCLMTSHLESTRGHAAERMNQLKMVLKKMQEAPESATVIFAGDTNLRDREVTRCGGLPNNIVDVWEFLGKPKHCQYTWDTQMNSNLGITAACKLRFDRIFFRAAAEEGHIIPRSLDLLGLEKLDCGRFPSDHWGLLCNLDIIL
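Read-out basis: percent inhibition. System: recombinant human TDP2. Buffer or medium: Mg2+-containing Tris-HCl buffer, pH 7.5. Repeats: single replicate. Timing: reaction 2 h, 37 °C. Benchmarks: high control without enzyme, low control DMSO plus TDP2. Probe or stimulus: 5 mM T5PNP. Doses: 12.8 µM only. Measured by: epi absorbance of p-nitrophenol freed from T5PNP by hydrolysis.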
An asterisk follows results filed as active.

`CCN(Cc1ccncc1)C(=O)c1ccccc1NS(=O)(=O)c1ccc(Br)cc1` gave TCR CD3 inh 4, MBD2 inh -1, DDE Tn6 FP inh 3, SIAE inh 6, DDE Tn7 FP inh 0, PRMT1 inh -1, LEDGF integ inh 3, KLK7 zymogen act 0.8, UHRF1 MBD2 ctr 7 and TDP2 absorb 16.
`CC(=O)CSc1nc2ccccc2o1` gave TCR CD3 inh 10, MBD2 inh 0, DDE Tn6 FP inh 5, SIAE inh 1, DDE Tn7 FP inh -1, PRMT1 inh 5, LEDGF integ inh 6, KLK7 zymogen act 0.2, UHRF1 MBD2 ctr -1 and TDP2 absorb 9.
`CCCCCCCCN1CN2Cc3ccc(C)cc3C2CS1(=O)=O` (configuration not stated) gave MBD2 inh -4, DDE Tn6 FP inh -2, SIAE inh -5, DDE Tn7 FP inh -6, PRMT1 inh 4, LEDGF integ inh 1, KLK7 zymogen act -0.1, UHRF1 MBD2 ctr -2 and TDP2 absorb 3.
`Oc1ccc(/C=N/NC(=S)NCC2CCCO2)cc1` (configuration not stated) gave TCR CD3 inh -4, MBD2 inh -3, DDE Tn6 FP inh -1, SIAE inh 4, DDE Tn7 FP inh -5, PRMT1 inh 1, LEDGF integ inh -2, KLK7 zymogen act -2.4, UHRF1 MBD2 ctr -1 and TDP2 absorb 10.
COC(=O)[C@]12CCCCC=C1N(Cc1ccc(OC)cc1)C(=O)[C@@H]2CC(=O)NCCCCc1ccccc1 was read as MBD2 inh -4, DDE Tn6 FP inh -6, SIAE inh -5, DDE Tn7 FP inh 1, PRMT1 inh -3, LEDGF integ inh 1, KLK7 zymogen act 0.3, UHRF1 MBD2 ctr 0 and TDP2 absorb -3.
`CC1CCN(CC(=O)NC(=O)NCc2ccccc2)CC1` gave TCR CD3 inh 5, MBD2 inh -1, DDE Tn6 FP inh 7, SIAE inh -1, DDE Tn7 FP inh -2, PRMT1 inh -1, LEDGF integ inh 0, KLK7 zymogen act -0.3, UHRF1 MBD2 ctr -1 and TDP2 absorb -5.
For N=C(c1cccc([N+](=O)[O-])c1)N1CCCCCC1 the results were TCR CD3 inh -4, MBD2 inh 3, DDE Tn6 FP inh 2, SIAE inh 3, DDE Tn7 FP inh -4, PRMT1 inh -5, LEDGF integ inh 4, KLK7 zymogen act -0.8, UHRF1 MBD2 ctr 3 and TDP2 absorb -7.
`Cc1c(Cc2ccccc2)c(=O)oc2cc(O)ccc12` gave TCR CD3 inh 2, MBD2 inh 1, DDE Tn6 FP inh -4, SIAE inh -1, DDE Tn7 FP inh 1, PRMT1 inh 3, LEDGF integ inh 2, KLK7 zymogen act 88*, UHRF1 MBD2 ctr -2 and TDP2 absorb 9.
`CC(C)(C(=O)N1CCC1(C)C(=O)NS(=O)(=O)c1ccc(Cl)s1)c1ccccc1` (configuration not stated) gave TCR CD3 inh -6, MBD2 inh -1, DDE Tn6 FP inh -5, SIAE inh -4, DDE Tn7 FP inh -4, PRMT1 inh -5, LEDGF integ inh 2, KLK7 zymogen act -0.4, UHRF1 MBD2 ctr 2 and TDP2 absorb -4.
For CN(C)CCNC(=O)Cn1nc(-c2ccc(Cl)cc2)ccc1=O the results were TCR CD3 inh 6, MBD2 inh -5, DDE Tn6 FP inh 2, SIAE inh 1, DDE Tn7 FP inh 4, PRMT1 inh -4, LEDGF integ inh 0, KLK7 zymogen act -0.2, UHRF1 MBD2 ctr -5 and TDP2 absorb 4.
Screening COc1ccc(NC(=O)CC2C(=O)N(c3ccc(OC)cc3)C(=O)N2CCN2CCN(C)CC2)cc1 (configuration not stated) returned TCR CD3 inh -2, MBD2 inh -3, DDE Tn6 FP inh 0, SIAE inh 2, DDE Tn7 FP inh 6, PRMT1 inh -3, LEDGF integ inh 1, KLK7 zymogen act -0.7, UHRF1 MBD2 ctr -2 and TDP2 absorb 4.
Screening Cn1c(SCc2ccccc2)nnc1-c1ccc2c(c1)OCO2 returned TCR CD3 inh -6, MBD2 inh 1, DDE Tn6 FP inh -9, SIAE inh -4, DDE Tn7 FP inh 5, PRMT1 inh 4, LEDGF integ inh -3, KLK7 zymogen act 0.1, UHRF1 MBD2 ctr 1 and TDP2 absorb 5.
COc1cccc(C2=NOC(C(=O)Nc3ccc4c(c3)OCO4)C2)c1OC (configuration not stated) was read as TCR CD3 inh 3, MBD2 inh 1, DDE Tn6 FP inh -6, SIAE inh 5, DDE Tn7 FP inh -2, PRMT1 inh 7, LEDGF integ inh 2, KLK7 zymogen act -0.6, UHRF1 MBD2 ctr -1 and TDP2 absorb 1.
COc1ccc(NC(=O)CSc2nc3ccccc3c(=O)n2C)cc1 was read as TCR CD3 inh -7, MBD2 inh 5, DDE Tn6 FP inh 4, SIAE inh -5, DDE Tn7 FP inh 8, PRMT1 inh 2, LEDGF integ inh -3, KLK7 zymogen act 0.0, UHRF1 MBD2 ctr 40* and TDP2 absorb -13.
Screening CCC(C(=O)OC)n1cnc2c(nnn2-c2ccc(OC)cc2)c1=O (configuration not stated) returned TCR CD3 inh -1, MBD2 inh 0, DDE Tn6 FP inh 8, SIAE inh 2, DDE Tn7 FP inh 0, PRMT1 inh -3, LEDGF integ inh 4, KLK7 zymogen act 0.0, UHRF1 MBD2 ctr -3 and TDP2 absorb -5.
`O=C(O)c1cc(N/N=C/c2ccncc2)ccc1Cl` gave TCR CD3 inh 6, MBD2 inh 3, DDE Tn6 FP inh 0, SIAE inh 8, DDE Tn7 FP inh -4, PRMT1 inh 6, LEDGF integ inh -3, KLK7 zymogen act 0.3, UHRF1 MBD2 ctr -2 and TDP2 absorb -8.
CCCSc1nc(N2CCOCC2)c2c(c1C#N)CC(C)(C)SC2 was read as TCR CD3 inh 3, MBD2 inh -3, DDE Tn6 FP inh 0, SIAE inh 1, DDE Tn7 FP inh 1, PRMT1 inh 0, LEDGF integ inh -1, KLK7 zymogen act 0.0, UHRF1 MBD2 ctr -1 and TDP2 absorb -1.
For O=C(Nc1ccc(N2CCOCC2)cc1)C1CCCN(S(=O)(=O)c2ccccc2)C1 (configuration not stated) the results were TCR CD3 inh -3, MBD2 inh 8, DDE Tn6 FP inh 5, SIAE inh -2, DDE Tn7 FP inh 6, PRMT1 inh 2, LEDGF integ inh -2, KLK7 zymogen act -0.2, UHRF1 MBD2 ctr 2 and TDP2 absorb 2.
Screening CCN(CC)c1ccc(NC(=O)C(C)C)cc1 returned TCR CD3 inh 8, MBD2 inh -1, DDE Tn6 FP inh 0, SIAE inh 12, DDE Tn7 FP inh 4, PRMT1 inh -2, LEDGF integ inh -4, KLK7 zymogen act 0.5, UHRF1 MBD2 ctr 2 and TDP2 absorb -4.
For CCOc1ccc(OCC)c(NC(=O)CC2Oc3ccccc3NC2=O)c1 (configuration not stated) the results were TCR CD3 inh 1, MBD2 inh 2, DDE Tn6 FP inh 2, SIAE inh 3, DDE Tn7 FP inh -3, PRMT1 inh -1, LEDGF integ inh 2, KLK7 zymogen act 0.6, UHRF1 MBD2 ctr 0 and TDP2 absorb 3.
For CCN1C[C@@H]2[C@@H]3C(=O)N(C)C(=O)[C@@H]3[C@](C)(C1=O)N2C(=O)c1ccc(Cl)cc1 the results were TCR CD3 inh 1, MBD2 inh 4, DDE Tn6 FP inh 5, SIAE inh 5, DDE Tn7 FP inh 0, PRMT1 inh 0, LEDGF integ inh 1, KLK7 zymogen act 0.1, UHRF1 MBD2 ctr 4 and TDP2 absorb 14.
For O=c1[nH]c2c(c(=O)[nH]1)CCCCCC2 the results were TCR CD3 inh -5, MBD2 inh 0, DDE Tn6 FP inh 2, SIAE inh -2, DDE Tn7 FP inh -2, PRMT1 inh -2, LEDGF integ inh 1, KLK7 zymogen act -0.4, UHRF1 MBD2 ctr 3 and TDP2 absorb 2.
`Cn1c(COc2ccc([N+](=O)[O-])cc2)nnc1SCC(=O)NCC1CCCO1` (configuration not stated) gave TCR CD3 inh 10, MBD2 inh -4, DDE Tn6 FP inh 4, SIAE inh 6, DDE Tn7 FP inh -3, PRMT1 inh -2, LEDGF integ inh 2, KLK7 zymogen act -0.5, UHRF1 MBD2 ctr -1 and TDP2 absorb 12.
For COc1ccc(C(CC(=O)O)NC(=O)COc2ccccc2)cc1OC (configuration not stated) the results were TCR CD3 inh 5, MBD2 inh 2, DDE Tn6 FP inh -5, SIAE inh -7, DDE Tn7 FP inh -3, PRMT1 inh -3, LEDGF integ inh 2, KLK7 zymogen act 0.0, UHRF1 MBD2 ctr 1 and TDP2 absorb -3.
`Cc1cccc(NC2=CC(=O)OC(C)C2)c1` (configuration not stated) gave TCR CD3 inh 0, MBD2 inh 5, DDE Tn6 FP inh 0, SIAE inh -4, DDE Tn7 FP inh -4, PRMT1 inh 0, LEDGF integ inh -4, KLK7 zymogen act 3.1, UHRF1 MBD2 ctr -2 and TDP2 absorb -12.
COc1ccc(-c2c(NC(=O)c3ccco3)oc3ccccc3c2=O)cc1OC was read as TCR CD3 inh 3, MBD2 inh -4, DDE Tn6 FP inh 0, SIAE inh 1, DDE Tn7 FP inh -7, PRMT1 inh 1, LEDGF integ inh -3, KLK7 zymogen act -0.6, UHRF1 MBD2 ctr 0 and TDP2 absorb 2.
`Cc1ccccc1C(=O)NNC(=O)C(=O)Nc1cccc(Cl)c1C` gave TCR CD3 inh 3, MBD2 inh 3, DDE Tn6 FP inh 6, SIAE inh -3, DDE Tn7 FP inh -1, PRMT1 inh -1, LEDGF integ inh 2, KLK7 zymogen act 0.7, UHRF1 MBD2 ctr 0 and TDP2 absorb -1.
Cc1cc(C)n(CC(=O)N2c3ccccc3Sc3ccc(C(F)(F)F)cc32)n1 was read as TCR CD3 inh 4, MBD2 inh -3, DDE Tn6 FP inh 3, SIAE inh 1, DDE Tn7 FP inh -17, PRMT1 inh -1, LEDGF integ inh 0, KLK7 zymogen act 0.8, UHRF1 MBD2 ctr 6 and TDP2 absorb -5.
`Cc1cc(C)nc(NC(=O)COc2cc(Cl)cc(Cl)c2)n1` gave TCR CD3 inh 8, MBD2 inh -7, DDE Tn6 FP inh 1, SIAE inh 8, DDE Tn7 FP inh 6, PRMT1 inh -5, LEDGF integ inh 1, KLK7 zymogen act -0.4, UHRF1 MBD2 ctr -2 and TDP2 absorb 9.

Gathered by group: the entries above with a COOH group.
`O=C(O)c1cc(N/N=C/c2ccncc2)ccc1Cl` gave TCR CD3 inh 6, MBD2 inh 3, DDE Tn6 FP inh 0, SIAE inh 8, DDE Tn7 FP inh -4, PRMT1 inh 6, LEDGF integ inh -3, KLK7 zymogen act 0.3, UHRF1 MBD2 ctr -2 and TDP2 absorb -8.
For COc1ccc(C(CC(=O)O)NC(=O)COc2ccccc2)cc1OC (configuration not stated) the results were TCR CD3 inh 5, MBD2 inh 2, DDE Tn6 FP inh -5, SIAE inh -7, DDE Tn7 FP inh -3, PRMT1 inh -3, LEDGF integ inh 2, KLK7 zymogen act 0.0, UHRF1 MBD2 ctr 1 and TDP2 absorb -3.

High-throughput results as filed in PubChem BioAssay.
